Screening data (PubChem BioAssay)
NALP3 yeast inh – NALP3 inhibition in yeast | 0.39% of 330,000 active | Yeast reconstituted NLRP3/ASC/caspase-1, beta-gal luminescence, 24 h | inhibition, % at 10 µM;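 active = inhibition of 50% or more; inactive = inhibition below 50%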;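 also: plate controls were induced DMSO wells for no effect and uninduced yeast grown without galactose for full effect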
hIAP inh – human IAP inhibition; P09923; purified IAP, CDP-Star luminescence, 30 min; inhibition, % at 10 µM; 0.12% of 330,000 active; AID 2544;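 active = inhibition reaching a set limit with compound at 10 µM in the primary screen, cut at about 35% in these data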;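 also: plate controls were DMSO wells with enzyme for no effect and no-enzyme buffer wells for full effect; values of inactives mirror those of a sister screen read the other way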
Target sequence (P09923 whole entry, looked up): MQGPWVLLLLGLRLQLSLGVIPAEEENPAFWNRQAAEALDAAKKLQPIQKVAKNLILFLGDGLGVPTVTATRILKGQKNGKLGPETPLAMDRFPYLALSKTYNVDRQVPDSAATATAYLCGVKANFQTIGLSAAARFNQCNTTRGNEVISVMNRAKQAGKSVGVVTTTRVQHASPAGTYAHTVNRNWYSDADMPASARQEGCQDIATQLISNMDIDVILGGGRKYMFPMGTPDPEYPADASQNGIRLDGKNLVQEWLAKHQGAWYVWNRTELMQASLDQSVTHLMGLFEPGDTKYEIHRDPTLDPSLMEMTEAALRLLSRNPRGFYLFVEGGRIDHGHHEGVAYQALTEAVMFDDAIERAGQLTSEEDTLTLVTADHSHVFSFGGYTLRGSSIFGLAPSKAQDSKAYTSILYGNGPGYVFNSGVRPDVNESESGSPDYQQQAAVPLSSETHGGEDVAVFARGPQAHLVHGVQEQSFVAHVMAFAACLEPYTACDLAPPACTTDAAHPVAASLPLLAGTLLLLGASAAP
mIAP activ – increases mouse intestinal alkaline phosphatase activity; 0.24% of 330,000 active; muIAP, CDP-Star luminescence, 30 min; active compounds read high; 1 = vehicle-only enzyme signal, 0 = enzyme-free wells; activation factor at 10 µM; AID 2805;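 active = activation factor of at least 2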; also: the source names both 10 and 20 µM as test concentration; values of inactives mirror those of a sister screen read the other way
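also added = chemiluminescent substrate CDP-Star | test system = mouse IAP enzyme | signal = chemiluminescence readout | compound = DMSO-dissolved test compounds | incubation = 30 min at room temperature | benchmarks = DMSO wells, no-enzyme wells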
MIN6 prolif – MIN6 beta-cell proliferation induction; MIN6 cells proliferation, ATPlite luminescence, 48 h; cells starved in 0.2% serum; 100% = growth in 10% serum; proliferation, % at 10 µM; 0.29% of 330,000 active;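 active = compounds whose signal lies at least 3.5 SD above the mean of all wells on their plate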;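 also: 0% = DMSO-treated cells in low-serum medium and 100% = 10% serum control; some compounds called inactive have numbers as strong as hits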
tim10-1 inh – inhibits growth of tim10-1 mutant yeast. inhibition, % at 20 µM. S. cerevisiae tim10-1 ts strain growth, BacTiter-Glo, 24 h. 2.2% of 330,000 active;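 active = inhibition of at least 40%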;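 also: mutant grown at 25 °C; 0% = DMSO wells with yeast and 100% = wells holding no yeast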
TIM10 inh – TIM10 yeast growth inhibition; S. cerevisiae TIM10 strain growth, BacTiter-Glo luminescence, 24 h; inhibition, % at 10 µM; 1.4% of 330,000 active; AID 463195;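 active = inhibition of 40% or more at the single tested concentration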;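 also: wild-type TIM10 isogenic control strain grown at permissive 25 °C; 0% = DMSO yeast wells and 100% = minimal medium wells without yeast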
mIAP block – mouse IAP inhibition; purified mouse IAP, CDP-Star luminescence, 30 min; inhibition, % at 10 µM; 0.2% of 330,000 active; AID 2806;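 active = inhibition of at least 40% at 10 µM in the primary screen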;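 also: plate controls were DMSO with enzyme for no effect and no enzyme wells for full effect; values of inactives mirror those of a sister screen read the other way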
APOBEC3A inh – human APOBEC3A DNA deaminase inhibition; P31941; recombinant A3A, FAM/TAMRA ssDNA deamination fluorescence; inhibition, % at 20 µM; 0.41% of 330,000 active; AID 493011;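 active = at least 40% inhibition at 20 µM here, with at most 30% in a related deaminase screen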;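 also: plate controls were A3A with DMSO for no effect and wells lacking A3A enzyme for full effect; some results filed as inactive read as strong as hits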
A3G deaminase – inhibitors of human APOBEC3G DNA deaminase; recombinant A3G, ssDNA deamination FAM/TAMRA fluorescence; Q9HC16; inhibition, % at 20 µM; AID 493012; 0.28% of 330,000 active;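 active = inhibition of at least 40% at 20 µM, with no more than 30% in the related APOBEC3A deaminase screen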;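 also: plate controls were DMSO wells with A3G for no effect and wells lacking A3G enzyme for full effect; some compounds called inactive have numbers as strong as hits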
Target sequence (Q9HC16 whole entry, looked up): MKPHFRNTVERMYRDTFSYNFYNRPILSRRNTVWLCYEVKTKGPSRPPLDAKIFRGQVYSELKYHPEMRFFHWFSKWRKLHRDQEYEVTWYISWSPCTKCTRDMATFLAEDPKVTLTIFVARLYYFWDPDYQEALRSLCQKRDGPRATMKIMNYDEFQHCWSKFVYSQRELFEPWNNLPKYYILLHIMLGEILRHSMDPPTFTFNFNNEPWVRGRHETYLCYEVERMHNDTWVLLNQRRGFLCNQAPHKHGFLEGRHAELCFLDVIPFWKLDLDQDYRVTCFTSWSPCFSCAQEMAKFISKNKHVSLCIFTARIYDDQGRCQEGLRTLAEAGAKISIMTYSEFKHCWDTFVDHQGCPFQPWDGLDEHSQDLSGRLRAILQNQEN
An asterisk follows results filed as active.

SMILES	NALP3 yeast inh	hIAP inh	mIAP activ	MIN6 prolif	tim10-1 inh	TIM10 inh	mIAP block	APOBEC3A inh	A3G deaminase
CCCCC(=O)O	2	0	1	2	-13	2	0	-3	-9
O=C(NCCc1ccccc1)c1ccc(NS(=O)(=O)c2ccc3[nH]c(=O)[nH]c3c2)cc1	3	-16	1	-3	-6	3	-1	-2	-8
O=C(c1cccc(F)c1)N1CCN(c2ccc([N+](=O)[O-])c(N3CCCCC3)c2)CC1	12	13	0.81	-2	13	14	19	-3	-9
CCOC(=O)C1(Cc2ccccc2)NC(c2ccccc2F)C2C(=O)N(CC)C(=O)C21 (stereo not given)	11	9	0.97	3	29	30	3	5	0
C/C(=N/NC(=O)C1CCCC1)c1ccc(NC(=O)C(F)(F)F)cc1	-1	-18	0.96	0	-2	0	4	0	1
O=C(c1ccc2nsnc2c1)N1CCN(c2ccc([N+](=O)[O-])cc2)CC1	13	-12	1	-5	14	12	-3	-1	-1
COc1ccc(-n2c(=O)cc(N3CCN(c4ccccc4)CC3)[nH]c2=O)cc1	14	-4	0.91	-1	-8	5	9	-10	-4
CC1(C)CC(=O)C2=C(C1)NC(=O)CC2c1cc(F)ccc1F (stereo not given)	-8	2	1	-4	7	5	-1	-5	-6
N#Cc1ccc(Oc2ccc(S(=O)(=O)N3CCCC3)cn2)cc1	-34	-13	0.94	-1	20	13	6	-2	-7
[O-]/[N+](=C\c1ccc(OC(F)F)cc1)c1ccccc1	-11	-8	0.92	-1	12	9	8	-4	-11
O=C(CCNc1ccc(Cl)cc1)c1cccs1	41	-33	0.93	0	21	16	7	-3	-11
Cn1c(CSCc2ccc(Cl)cc2)nnc1SCC(=O)Nc1nc2ccccc2s1	12	1	1	-2	0	0	-2	1	4
CCOC(=O)CCN(Cc1cccs1)S(=O)(=O)c1ccc(F)cc1	39	14	0.97	4	11	10	3	-2	-6
CC1CC(=O)Nc2ccccc2N1S(=O)(=O)c1ccc(C(F)(F)F)cc1 (stereo not given)	11	20	1	0	-2	5	-1	-2	-5
Cc1ccc(CNC(=O)CN2C(=O)NC(C)(c3ccccc3Cl)C2=O)cc1 (stereo not given)	8	0	1.1	1	18	-10	-12	-1	-7
Cc1cc(C)c(C)c(C(=O)CSc2nnc(-c3ccc4[nH]c(C)c(C)c4c3)o2)c1C	20	6	1.1	-2	2	10	-10	-3	-9
O=C(C1CCCN1C(=O)c1cccs1)N1CCc2ccccc21 (stereo not given)	-4	6	1	-1	13	6	-2	2	1
CCCC1(c2ccccc2)NC(=O)N(CC(=O)NCC2COc3ccccc3O2)C1=O (stereo not given)	12	-7	0.96	-1	-10	6	4	-1	-8
CCN(CC)Cc1nc2c(c(=O)[nH]1)C(CC)(CC)Cc1ccccc1-2	-36	-52	0.99	-4	30	18	1	2	2
CN(CC(=O)Nc1ccccc1C(F)(F)F)C(=O)c1ccc2c(=O)n3c(nc2c1)CCC3	12	-2	1.1	-3	8	7	-9	-4	-1
CCOC(=O)c1cn(Cc2ccccc2)c2cc(C)nn2c1=O	-9	-14	1.1	-2	-5	-7	-6	-3	-4
O=S(=O)(c1cccc(-c2n[nH]c(=S)n2-c2ccc(OC(F)(F)F)cc2)c1)N1CCOCC1	27	3	1.1	-3	21	10	-7	-4	8
COc1ccc(-c2nn(CCC(=O)O)cc2/C=C2\SC(N)=NC2=O)cc1OC	12	9	1	0	5	-9	-3	1	-8
O=C(Cn1nc(C(F)(F)F)c2c1CCCCC2)N1CCOCC1	1	1	1.2	0	10	5	-16	-4	-4
CC1CCCCN1CC(=O)Nc1ccc2c(c1)OC(F)(F)O2 (stereo not given)	18	-10	0.99	-3	16	-4	1	-6	-8
CC(=O)N1c2ccc(S(=O)(=O)N3CCCC3)cc2CC1C(=O)NCc1ccc(OC(C)C)cc1 (stereo not given)	17	-31	1	-2	20	-5	0	-5	-5
Clc1ccc(OCc2nnc(SCc3nnc(-c4ccccc4)o3)o2)c(Cl)c1	4	-4	1	-5	19	26	-1	-1	-3
Cc1ccc(CNC(=O)C23CN(Cc4ccccc4)CC2C(c2ccc([N+](=O)[O-])cc2)=NO3)cc1 (stereo not given)	19	26	0.92	-7	-1	4	8	-3	-7
COC(=O)c1c(-c2ccc(OC)cc2)sc2ccc(N3CCOCC3)cc12	18	0	0.93	-2	6	3	7	-3	-7
CCCCC(CC)CNCc1cccn1CCN1CCOCC1 (stereo not given)	4	5	1	-1	7	14	-1	-9	8
Cc1ccc(S(=O)(=O)N2CCN(C(=O)CSc3nnc(C)s3)C2)cc1	9	12	0.95	-2	4	-20	5	-2	-7
COC(=O)c1ccccc1NC(=O)C1CCN(C(=O)c2cc(OC)c(OC)c(OC)c2)CC1	-17	-14	1.1	1	9	-7	-5	-3	-4
CCOC(=O)c1cccc(OS(=O)(=O)Cc2ccccc2)c1	21	-7	0.95	3	14	16	5	1	-1
CCOC(=O)c1c(NC(=O)CSc2nccn2C)sc(C(=O)NC)c1C	14	-2	1	-1	1	0	-1	-1	-5
Cn1c(=O)n(C)c2cc([N+](=O)[O-])c(N3CCN(C(=O)c4ccccc4)CC3)cc21	11	15	0.96	3	9	10	4	-1	1
O=C(c1cccc(F)c1)N1CCN(CC2CC3C=CC2C3)CC1 (stereo not given)	19	-9	1.1	0	15	-1	-15	-4	-3
Cc1ccccc1NC(=O)Nc1c(C)n(C)n(-c2ccccc2)c1=O	-5	-8	1	-3	-7	12	-2	5	-2
CCOc1ccc(/C(CCC(=O)O)=N/NC(=S)NCCc2ccccc2)cc1	7	10	0.86	-3	30	18	14	0	2
Cc1[nH]c2ccc(CNS(=O)(=O)c3ccc(S(=O)(=O)N4CCOCC4)cc3)cc2c1C	7	-5	1	0	-7	2	-4	-4	-7
O=C(Nc1ccc2c(c1)OCCO2)C1CCN(S(=O)(=O)c2cccc3nsnc23)CC1	-6	3	0.91	-1	-6	8	9	-2	-4
O=C(CN1CCN(Cc2ccccc2F)C1=O)NCC1CCCO1 (stereo not given)	5	-9	0.74	1	-10	-7	26	1	-3
O=C(Cc1csc(-c2ccccc2)n1)NCc1ccco1	14	-5	1	-3	-6	2	-2	2	-4
COC(=O)c1cc2oc(C)cc2n1CC(=O)Nc1ccc(C)c(C)c1	6	-26	1.1	-4	-9	-7	-10	6	4
O=C(/C=C/c1ccc([N+](=O)[O-])cc1)N1CCN(S(=O)(=O)c2ccccc2)CC1	8	-5	1.1	-5	11	4	-8	2	-4
c1ccc2nc3c(cc2c1)CCCCCC3	23	-4	1	-1	14	-3	-4	-1	-1
CC(C)NC(=O)C(=O)NCCc1ccc(Cl)cc1	19	-21	1	-1	-19	-12	-2	0	-5
CC1Cc2ccccc2N1C(=O)C(C)n1cc(C(F)(F)F)cc(Cl)c1=O (stereo not given)	12	-4	0.98	-4	25	13	2	1	-7
O=c1c2ccc([N+](=O)[O-])cc2ncn1Cc1ccccc1C(F)(F)F	3	4	0.95	-1	27	16	5	1	-4
CN1/C(=C\C(=O)C[n+]2cccc(Br)c2)C(C)(C)c2ccccc21	8	-3	0.95	-7	6	6	5	3	-5
CCc1c(C(=O)NN2C(=O)C3CCCCC3C2=O)csc1C (stereo not given)	6	11	1	0	12	-21	-2	-2	-6
CCc1cc2c(N3CCN(C(=O)c4ccco4)CC3)ncnc2s1	25	0	0.9	2	17	-1	10	0	-6
CCN(CC)CCCn1c(C)cc2c(c1=O)C(c1cc(OC)c(OC)cc1OC)C(C#N)=C(N)O2 (stereo not given)	23	-33	1	-2	5	-9	-4	-3	-3
COc1cc(/C=C/C2=NNC(=O)CC2)cc(OC)c1OC	5	11	1	-5	5	2	-4	-1	-5
O=C(CSC(=S)N1CCSCC1)c1ccccc1	31	-6	0.91	-2	12	15	9	0	-4
NC(=O)N/N=C/c1cn(-c2ccccc2)nc1-c1ccccc1	9	3	1.1	-3	13	8	-10	5	-8
C#CNC(=O)C1(CC=C)CCNCC1	11	9	0.99	-5	7	10	1	-1	-3
CC(C)(C)N(NC(=O)OCc1ccccc1)C(=O)c1ccccc1	13	21	0.99	0	8	7	0	0	-1
Cc1ccccc1C(=O)Nc1ccccc1NC(=O)c1ccccc1Br	2	3	0.98	3	29	31	2	-5	-10
COCCCn1c(C(=O)Nc2ccc3c(c2)OCO3)cc2c(=O)n3ccccc3nc21	3	34	0.9	6	15	-19	10	-3	-6
COc1cc(NC(=S)N2CCN(C(=O)c3ccco3)CC2)c(OC)cc1Cl	3	11	0.8	-1	6	-4	20	0	-1

Overlap with the part before: 6 entries, followed by the next part.
SMILES	NALP3 yeast inh	hIAP inh	mIAP activ	MIN6 prolif	tim10-1 inh	TIM10 inh	mIAP block	APOBEC3A inh	A3G deaminase
NC(=O)N/N=C/c1cn(-c2ccccc2)nc1-c1ccccc1	9	3	1.1	-3	13	8	-10	5	-8
C#CNC(=O)C1(CC=C)CCNCC1	11	9	0.99	-5	7	10	1	-1	-3
CC(C)(C)N(NC(=O)OCc1ccccc1)C(=O)c1ccccc1	13	21	0.99	0	8	7	0	0	-1
Cc1ccccc1C(=O)Nc1ccccc1NC(=O)c1ccccc1Br	2	3	0.98	3	29	31	2	-5	-10
COCCCn1c(C(=O)Nc2ccc3c(c2)OCO3)cc2c(=O)n3ccccc3nc21	3	34	0.9	6	15	-19	10	-3	-6
COc1cc(NC(=S)N2CCN(C(=O)c3ccco3)CC2)c(OC)cc1Cl	3	11	0.8	-1	6	-4	20	0	-1
CCOC(=O)COn1c(=O)c(-c2cccs2)[n+]([O-])c2ccccc21	9	24	0.93	1	37	42*	7	-1	0
O=C(NCCc1cnc[nH]1)c1ccc(-c2ccccc2)cc1	9	-1	0.87	4	14	-11	13	-1	-5
CCc1nc2sc3c(c2c(=O)n1N)CCC3	10	3	0.93	-1	20	-13	7	0	0
O=C(Cc1c[nH]c2ccccc12)Nc1nc2ccccc2[nH]1	14	1	0.77	-3	9	22	24	3	3
Cc1ccccc1C(=O)NCCCc1ccccc1	17	3	0.98	1	6	6	2	-1	-1
N#Cc1sc2nc3c(c(-c4ccco4)c2c1N)CCCC3	10	5	0.93	1	-13	1	7	1	-4
COc1cc(C(C)=O)ccc1OCC(=O)Nc1ccc2nc(C)sc2c1	24	9	1	-1	9	-5	-2	-6	-9
O=c1c(C(c2nnnn2C2CCCCC2)N2CCCCC2)coc2ccc(Cl)cc12 (stereo not given)	2	0	0.92	-6	12	15	8	-2	-3
NC(=O)C1(C(N)=O)OC1c1ccc(Cl)c(Cl)c1 (stereo not given)	-12	5	1.1	-3	1	0	-7	0	-6
C[C@H](NC(=O)NC1CCCc2ccccc21)C(=O)O (stereo not given in full)	14	-2	1	-2	15	5	-3	-6	0
COc1cccc(N2CCC(N3CCN(C)C(CCO)C3)CC2)c1 (stereo not given)	22	-17	1	-4	10	-4	0	-9	9
COc1ccc(C(=O)N(CC2CCCO2)C(C(=O)NCCC(C)C)c2ccc(C)cc2)cc1OC (stereo not given)	-19	-7	1.1	-1	12	6	-9	-6	-7
COc1ccc(N(C)C(=O)c2sc(Cl)nc2C)cc1	23	7	0.95	-1	4	5	5	-4	-4
CC(C)(C)NC(=O)C(c1ccc(O)cc1)N(Cc1ccccc1)C(=O)CCC(=O)Nc1nccs1 (stereo not given)	17	14	1	-1	-13	2	-1	2	-17
CC(C)(C)c1cn(-c2ccc(F)cc2)c(=S)[nH]1	2	35*	0.97	2	26	-9	3	-1	10
